Source: PubChem
KCNQ1 block: blocks the human KCNQ1 potassium channel; CHO-K1 KCNQ1, FluxOR thallium flux fluorescence; stronger effect = higher value; B-score at 10 µM; hit rate 1.3% among 310,000; AID 2642;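 active = compounds whose thallium flux B-score, printed positive for inhibition, exceeds three library SD while starting fluorescence stays within three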;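 also: channel opened by potassium depolarization with thallium stimulus after 20 min compound exposure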
TMEM16A act: activates or potentiates the mouse TMEM16A chloride channel | Q8BHY3 | hit rate 0.3% among 340,000 | HEK293 TMEM16A/YFP-H148Q/I152L, iodide quench fluorescence; stronger effect = lower value | B-score at 10 µM | AID 623877;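 active = fluorescence-ratio B-score plate-corrected deviation score at least 3 library SD below zero, with starting fluorescence score within 5 deviations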;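 also: channel opened by trigger with iodide after compound preincubation; score built on the fluorescence ratio of max minus min over baseline; more negative score means more quench and so TMEM16A activation or potentiation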
Target sequence (Q8BHY3 whole entry, looked up): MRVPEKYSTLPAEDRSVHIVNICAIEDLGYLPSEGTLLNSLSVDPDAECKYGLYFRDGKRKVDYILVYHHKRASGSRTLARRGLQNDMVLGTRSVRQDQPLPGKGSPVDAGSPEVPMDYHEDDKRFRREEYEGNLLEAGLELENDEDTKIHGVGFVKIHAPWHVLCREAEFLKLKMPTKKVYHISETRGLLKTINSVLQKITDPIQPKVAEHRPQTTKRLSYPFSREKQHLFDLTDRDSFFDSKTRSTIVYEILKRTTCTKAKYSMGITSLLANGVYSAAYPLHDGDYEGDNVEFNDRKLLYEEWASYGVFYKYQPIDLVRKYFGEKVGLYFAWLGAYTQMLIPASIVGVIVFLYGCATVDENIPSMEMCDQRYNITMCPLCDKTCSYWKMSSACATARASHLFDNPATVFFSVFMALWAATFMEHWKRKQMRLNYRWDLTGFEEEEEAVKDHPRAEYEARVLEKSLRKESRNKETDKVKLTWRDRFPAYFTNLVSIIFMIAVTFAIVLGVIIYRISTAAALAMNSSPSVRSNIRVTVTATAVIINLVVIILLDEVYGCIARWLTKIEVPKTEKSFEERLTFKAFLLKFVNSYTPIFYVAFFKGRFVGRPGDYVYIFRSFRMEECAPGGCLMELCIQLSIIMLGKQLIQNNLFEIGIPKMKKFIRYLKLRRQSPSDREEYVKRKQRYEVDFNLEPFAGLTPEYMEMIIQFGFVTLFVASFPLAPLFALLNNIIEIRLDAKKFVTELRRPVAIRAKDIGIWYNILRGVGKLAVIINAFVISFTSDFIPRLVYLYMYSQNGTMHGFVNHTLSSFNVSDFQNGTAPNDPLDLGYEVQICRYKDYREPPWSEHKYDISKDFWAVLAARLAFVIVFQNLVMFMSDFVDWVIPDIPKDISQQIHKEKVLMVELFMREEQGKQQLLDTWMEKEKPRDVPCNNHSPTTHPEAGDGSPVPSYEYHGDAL
KCNQ1 act: human KCNQ1 channel potentiation or activation | P51787 | CHO-K1 KCNQ1, thallium flux FluxOR fluorescence; stronger effect = higher value | B-score at 10 µM | hit rate 0.35% among 310,000 | AID 2648;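 active = fluorescence ratio B-score, a plate-corrected score, at least three library SD, with initial intensity B-score within 5 SD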
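Doses: Single concentration per compound, DMSO matched to controls | Test system: KCNQ1-transfected CHO-K1 cells | Timing: 90 min dye loading and 20 min compound exposure, both at room temperature | Measured by: Kinetic FluxOR thallium fluorescence, 10-s 1-Hz baseline, 110-s post-stimulus read | Medium: Assay buffer with matched DMSO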
KCNK9 block: blocks the human KCNK9 two-pore domain potassium channel. HEK293 KCNK9, FluxOR thallium flux fluorescence; stronger effect = lower value. hit rate 1.2% among 310,000. B-score at 10 µM. Q9NPC2;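 active = ratio B-score over 3 SD below the library mean, with starting fluorescence within 5 SD of its mean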;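 also: negative B-score means less thallium flux so channel inhibition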
RGS4 pot: potentiators or activators of RGS4 | AID 463111 | B-score at 10 µM | hit rate 0.92% among 310,000 | HEK293 M3R/inducible RGS4, carbachol calcium flux Fluo4; stronger effect = lower value;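 active = B-score of the integrated calcium signal more than 4 SD below the library mean, with starting fluorescence not abnormally high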;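 also: negative B-score means reduced calcium response which marks RGS4 activation or potentiation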
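Material: M3R-expressing HEK293 line, RGS4 induced by doxycycline | Schedule: Overnight RGS4 induction, 30 min dye load 37 °C, 20 min compound RT | Measured by: Fluo4 fluorescence kinetic imaging of calcium | Read-out: Integrated calcium ratio converted to B score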
hERG rescue: compounds protecting human hERG from proarrhythmic drug block; Q12809; CHO-hERG, FluxOR thallium flux, dofetilide IC70 present; activation (rescue from dofetilide block), less the hit threshold, % at 10 µM; hit rate 0.51% among 310,000;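 active = activation above the mean of controls blocked by dofetilide plus 5 SD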;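 also: thallium influx through hERG after potassium depolarization seen as dye fluorescence rise; in these data hits start at about 4.7%; inactives centre near -7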
MrgX1 agonist: human MrgX1 receptor agonism, primary screen | MrgX1-HEK293 cells, Fluo-4 calcium fluorescence, agonist mode; stronger effect = higher value | hit rate 0.44% among 310,000 | AID 588627 | B-score at 10 µM | Q96LB2;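 active = calcium response B-score plate-corrected fluorescence ratio at least 3 library SD, with starting fluorescence B-score inside 5 SD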
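times = overnight plating, then 30 min 37 °C plus 30 min room-temperature dye loading | assay system = stable human MrgX1 HEK293 cell line | input = fifteen thousand cells per well | signal = kinetic calcium dye fluorescence, Fluo-4 NW | dosing = compound delivered in addition one of three | read-out = B-scored fluorescence response ratio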
MrgX1 PAM: allosterically activates human MrgX1 receptor signaling. Q96LB2. MrgX1-HEK293, Fluo-4 calcium flux, FDSS; stronger effect = higher value. B-score at 10 µM. hit rate 0.63% among 310,000;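 active = plate-corrected calcium response at least 3 library SD above typical, normal starting fluorescence, not activating the receptor alone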;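 also: compound read alongside a low EC10 to EC30 dose of BAM8-22 agonist; peak minus trough fluorescence over baseline measured at the second addition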
TMEM16A inh: mouse TMEM16A channel inhibition, primary screen | HEK293 TMEM16A/YFP iodide influx fluorescence, ionomycin | hit rate 1.2% among 310,000 | AID 588511 | normalized B-score (activity score, 25-100; higher = stronger inhibition) at 10 µM;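 active = ratio plate-corrected score three or more library SD toward inhibition, starting fluorescence score within five deviations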;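 also: score derived from kinetic fluorescence span divided by baseline fluorescence per well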
KCNK3 block: human KCNK3 channel inhibition, primary screen; O14649; AID 602410; B-score at 10 µM; hit rate 0.84% among 340,000; CHO-KCNK3 thallium flux, FluxOR fluorescence; stronger effect = lower value;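 active = B-score under library mean minus 4 SD, starting fluorescence ratio at most library mean plus 5 SD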;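 also: more negative B-score means stronger inhibition of thallium flux through KCNK3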
RGS4 block: inhibitors of human RGS4. P49798. HEK293 M3R/RGS4 inducible, Fluo-4 calcium flux; stronger effect = higher value; triggered by carbachol at its EC20. B-score at 10 µM. hit rate 0.45% among 310,000;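 active = B-score, a plate-corrected calcium signal, over three deviations above library mean, with baseline fluorescence within five deviations of library mean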;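 also: RGS4 expression induced by doxycycline in cells with stable M3 receptor; B-score is computed from the integrated fluorescence ratio over baseline after carbachol; higher B-score means a larger calcium signal and so more RGS4 inhibition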
An asterisk follows results filed as active; i = inactive; . = not tested or not shown.

SMILES	KCNQ1 block	TMEM16A act	KCNQ1 act	KCNK9 block	RGS4 pot	hERG rescue	MrgX1 agonist	MrgX1 PAM	TMEM16A inh	KCNK3 block	RGS4 block
COc1ccc(-n2nc3c(c2NC(=O)c2ccco2)CS(=O)(=O)C3)cc1	i	i	i	i	i	-7.1	i	i	i	i	i
O=S(=O)(c1cccc(COc2ccc(Cl)cc2Cl)c1)N1CCOCC1	i	i	i	i	i	-14.4	i	i	i	-9.89*	i
CCOc1cc(-c2noc(CCCC(=O)NC3CCCCC3)n2)ccc1OC	i	i	i	i	i	-5.2	i	i	i	i	i
Cc1ccsc1/C=N/n1cnc2sc(C)c(C)c2c1=O	i	i	i	i	i	-10.2	i	i	i	i	i
Cc1ccc(N(CC(=O)NC(C)(C)C)C(=O)CS(=O)CC(=O)Nc2ccc3c(c2)OCO3)cc1 (configuration not stated)	i	i	i	i	i	-16.4	i	i	i	i	i
Cc1ccc(S(=O)(=O)Nc2c(C)n(C)n(-c3ccccc3)c2=O)cc1C(=O)OC(C)C(=O)N(C)c1ccccc1 (configuration not stated)	i	i	i	i	i	-15.5	i	i	i	i	i
COc1ccc(C(=O)N2CC(=O)Nc3ccccc32)cc1S(=O)(=O)N1CCOCC1	i	i	i	i	i	-16.7	i	i	i	i	i
CC1CN(c2nc3c(c(=O)n(C)c(=O)n3C)n2Cc2c(Cl)cccc2Cl)CC(C)O1 (configuration not stated)	i	i	i	i	i	-13.5	i	i	i	i	i
O=C(CCCc1c[nH]c2ccccc12)N[C@@H](Cc1c[nH]c2ccccc12)C(=O)O	i	i	i	i	i	-2.7	i	i	i	i	i
COc1cccc2cc(C(=O)c3ccccc3)oc12	i	i	i	i	i	-9.3	i	i	i	i	i
CCn1c(SCC(=O)c2ccc(O)c(O)c2)nnc1-c1ccccc1OC	i	i	i	i	i	-9.5	i	i	i	i	i
CC(C)CCn1c(SCC#N)nc2c(sc3ccccc32)c1=O	i	i	i	i	i	-9.6	i	i	i	i	i
CCS(=O)(=O)N1CCC(C(=O)N2CCN(c3ccccc3)CC2)CC1	i	i	i	i	i	-5.5	i	i	i	i	i
Cc1cc(S(=O)(=O)N2CCOCC2)ccc1OCC(=O)N1CCOCC1	i	i	i	i	i	-6.0	i	i	i	i	i
Cc1ccc(C(CCN)c2ccco2)cc1 (configuration not stated)	i	i	i	i	i	-18.9	i	i	i	i	i
C/C(=N\NC(=O)Cc1ccc(Br)cc1)c1cccnc1	i	i	i	i	i	-11.0	i	i	i	i	i
O=C(O)C(Cc1c[nH]c2ccccc12)NS(=O)(=O)c1ccc2ccccc2c1 (configuration not stated)	i	i	i	i	i	-11.8	i	i	i	i	i
C=CCNC(=O)/C(C#N)=C/c1c(C)nn(-c2ccc(Cl)cc2)c1Cl	i	i	i	i	i	0.9	i	i	i	i	i
O=C(O)C(Cc1c[nH]c2ccccc12)NS(=O)(=O)c1cccc2nsnc12 (configuration not stated)	i	i	i	i	i	-9.2	i	i	i	i	i
CN1CCN(c2ccc(NC(=S)NC(=O)/C=C/c3ccco3)cc2)CC1	i	i	i	i	i	-9.1	i	i	i	i	i
O=C(O)c1ccc(N/N=C/c2ccc(-c3ccccc3)cc2)cc1	i	i	i	i	i	-10.8	.	.	.	i	i
CCOC(=O)C1C(=O)C=C(c2ccc(NS(C)(=O)=O)cc2)CC1c1ccco1 (configuration not stated)	i	i	i	i	i	1.8	i	i	i	i	i
CCCc1cc(=O)[nH]c(N2CCN(Cc3ccc4c(c3)OCO4)CC2)n1	i	.	i	i	i	-3.7	i	i	i	i	i
C=CCNC(=S)/N=c1/scc(C)n1C	i	i	i	i	i	-10.7	i	i	i	i	i
CCCCn1c(=O)c(-[n+]2ccccc2)c([O-])c2ccccc21	i	i	i	i	i	-5.9	i	i	i	i	i
COC(=O)C(NNc1ccccc1)(NC(=O)c1cccc(F)c1)C(F)(F)F (configuration not stated)	i	i	i	i	i	-8.1	i	i	i	i	i
Cc1c(S(=O)(=O)c2ccccn2)c(N)n(Cc2cccc(Cl)c2)c1C	i	i	i	i	i	-11.6	.	.	.	i	i
CN(C)c1nc(N/N=C\c2ccc(Cl)c([N+](=O)[O-])c2)nc(Nc2ccc(F)cc2)n1	i	i	i	i	i	-2.1	i	i	i	i	i
CCC(Sc1ncccc1Nc1ccccn1)C(=O)O (configuration not stated)	i	i	i	i	i	-10.3	i	i	i	i	i
Nc1nc2c(nc(SCc3ccccc3Br)n2C2OC(CO)C(O)C2O)c(=O)[nH]1 (configuration not stated)	i	i	i	i	i	-9.8	i	i	i	i	i
Fc1ccc(N/N=C2/CCSc3sccc32)c(F)c1	i	i	i	i	i	-18.0	i	i	i	i	i
O=C(Nc1ccc2nc3n(c(=O)c2c1)CCCC3)c1cccnc1Cl	i	i	i	i	i	-7.9	i	i	i	i	i
O=C(CSc1ccccn1)Nc1ccc(NC(=O)CSc2ccccn2)cc1	i	i	i	i	i	-4.1	i	i	i	i	i
CCCc1cc(C(=O)Cc2ccccn2)c(O)cc1O	i	i	i	i	i	-2.1	i	i	i	i	i
COc1ccc(OC)c(-c2nc(C(=O)NCCCN3CCOCC3)cc3c2[nH]c2ccccc23)c1	i	i	i	i	i	-13.4	i	i	i	i	i
COc1cc(C(=O)NC2CCN(Cc3nnnn3Cc3ccc(F)cc3)CC2)cc(OC)c1OC	i	i	i	i	i	-4.9	i	i	i	i	i
Cc1ccc(Sc2cnc(N)nc2C)cc1	i	i	i	i	i	-3.0	i	i	i	i	i
O=C(Nc1ccc(Cl)cc1)Nc1nnc(CSCc2ccccc2Cl)s1	i	i	i	i	i	-3.7	i	i	i	i	i
COc1cccc(/C=C/C(=O)OCC(=O)Nc2ccc(Cl)cn2)c1	i	i	i	i	i	5.8*	i	i	i	i	i
O=c1c2cccnc2n(-c2ccccc2)n1Cc1c(Cl)cccc1Cl	i	i	i	i	i	-3.2	i	i	i	i	i
O=c1c2oc3ccccc3c2[nH]c(=S)n1-c1ccccc1	i	i	i	i	i	-12.8	i	i	i	i	i
Cc1ccc(NC2c3ncccc3C(=O)N2Cc2ccc(F)cc2)cc1 (configuration not stated)	i	i	i	i	i	-6.9	i	i	i	i	i
CCSc1ncc(Cl)c(C(=O)Nc2ccccc2C)n1	i	i	i	i	i	-8.8	i	i	i	i	i
CCOC(=O)C1(CCc2ccccc2)CCN(C(=O)Cc2nonc2C)CC1	i	i	i	i	i	-8.9	i	i	i	i	i
Cc1cccc(OCc2n[nH]c(=S)n2C2CCCCC2)c1	i	i	8*	i	i	-1.5	i	i	i	i	i
CCCC(NC(=O)c1ccccc1)c1nc2ccccc2n1Cc1ccc(C(=O)OC)o1 (configuration not stated)	i	i	i	i	i	-0.3	i	i	i	i	i
NC(=S)NNC(=O)c1cccc(Br)c1	i	.	i	i	i	-6.7	i	i	i	.	i
CCn1cc(C(=O)NCCCN2CCCC(C)C2)c(=O)c2cc(S(=O)(=O)N3CCOCC3)ccc21 (configuration not stated)	i	i	i	i	i	-9.5	i	i	i	i	i
CN(CC(=O)Nn1cnnc1)S(=O)(=O)c1cc(Cl)ccc1Cl	i	i	i	i	i	-7.5	i	i	i	i	i
O=C(NC1CCCCC1)C1CCN(S(=O)(=O)c2cccc3cccnc23)CC1	i	i	i	i	i	-4.6	i	i	i	i	i
Cc1ccc2nc(NC(=O)c3ccccn3)sc2c1	i	i	i	i	i	-4.5	i	i	i	i	i
O=C(c1ccc(-n2cncn2)c([N+](=O)[O-])c1)N1CCN(S(=O)(=O)c2ccccc2F)CC1	i	i	i	i	i	-10.9	i	i	i	i	i
CCCNC(=S)Nc1ccc(S(N)(=O)=O)cc1	i	i	i	i	i	-1.8	i	i	i	i	i
CCCCCCN(C(=O)CCCCCN1C(=O)NC(c2ccc(-c3ccccc3)cc2)C(C(=O)OCc2ccccc2)=C1C)C(C(=O)NCCCC)c1ccccn1 (configuration not stated)	i	.	i	i	i	3.2	.	.	.	.	i
CC(=O)N(C)C1=C(O)c2ccccc2C(=O)C1=O	i	i	i	i	i	-8.5	i	i	i	i	i
CCCOc1ccc(/C=N/Nc2cc(N3CCOCC3)ncn2)c(O)c1	i	i	i	i	i	-5.3	i	i	i	i	i
CC(C)c1ccc(NC(=S)NCCc2c[nH]c3ccccc23)cc1	i	i	i	i	i	-8.3	i	i	i	i	i
O=C1Nc2ccccc2N(O)N1c1cc(-c2ccccc2Cl)no1	i	i	i	i	i	-5.4	i	i	i	i	i
CCC(C)c1ccccc1NC(=O)c1cc(C)no1 (configuration not stated)	i	i	i	i	i	-7.7	i	i	i	i	i
O=C(Nc1cccc2nsnc12)c1cccnc1	i	i	i	i	i	-7.8	i	i	i	i	i

Continuation:
SMILES	KCNQ1 block	TMEM16A act	KCNQ1 act	KCNK9 block	RGS4 pot	hERG rescue	MrgX1 agonist	MrgX1 PAM	TMEM16A inh	KCNK3 block	RGS4 block
Cc1csc2nc(O)c(C(=O)NCc3ccc4c(c3)OCO4)c(=O)n12	i	i	i	i	i	-5.9	i	i	i	i	i
O=C(c1cc2ccccc2o1)N1CCN(c2cccc(C(F)(F)F)c2)CC1	i	i	i	i	i	-10.0	i	i	i	i	i
CCn1cc(/C=N\NC(=O)c2ccc3c(c2)c(C)c(C)n3Cc2ccccc2)c(C)n1	i	i	i	-18.5*	i	-3.1	i	i	i	i	i
COc1ccc(NC(=O)N2CCN(C(=O)C3CCCO3)CC2)cc1 (configuration not stated)	i	i	i	i	i	-4.3	i	i	i	i	i
COc1ccccc1CNC(=O)COc1cc2c(c3oc(=O)cc(C)c13)CCC(C)(C)O2	i	i	i	i	i	-10.1	i	i	i	i	i
CN(C(=O)CC1C(=O)NCCN1Cc1ccc(F)c(F)c1)C1CCCCC1 (configuration not stated)	i	i	i	i	i	-8.5	i	i	i	i	i
COc1ccc(NC(=O)c2cccc(NC(=O)c3ccccc3)c2)c(OC)c1	i	i	i	i	i	0.0	i	i	i	i	i
